Shn3 3UTR inh = Schnurri-3 reporter inhibition in Clone20 osteoblasts | Clone20 osteoblast Shn3 3'UTR firefly luciferase, 24 h | inhibition, % at 12.5 µM | 0.52% of 360,000 active | AID 588674;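 active = mean inhibition of at least 75% with every replicate also reaching 75%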;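 also: 0% = median of neutral control wells and 100% = pilot-screen positive control compound; some compounds past the cut are filed as inactive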
Peg3 prom inh = inhibitors of Peg3 promoter | AID 588405 | 1.7% of 360,000 active | inhibition, % at 20 µM | HeLa PEG-Prom luciferase reporter, luminescence, overnight;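 active = inhibition of at least 50% at 20 µM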
KKLEB cytotox = counter-screen for CF NF-kB inhibitors: cytotoxicity | KKLEB CF airway cells viability, ATPlite luminescence, overnight; active compounds read low; cells stimulated with P. aeruginosa culture filtrate | activity change (cytotoxicity), % at 5 µM | 0.36% of 360,000 active | AID 602141;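 active = corrected activity change at or below -50% at 5 µM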
TWEAK Fn14 block = TWEAK-Fn14 signaling inhibition; TWEAK-stimulated Fn14 reporter cells, luciferase luminescence, 8 h; inhibition, % at 10 µM; AID 1159606; 2% of 360,000 active; in the data active = inhibition above about 50%
CF NFkB inh = cystic fibrosis NF-kB activation inhibition. KKLEB NF-kB-GFP reporter, PAF-induced, GFP fluorescence overnight. inhibition, % at 5 µM. 0.86% of 360,000 active. AID 588850;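 active = at least 50% inhibition at 5 µM, scaled per plate between neutral and stimulator controls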;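 also: PAF is a Pseudomonas aeruginosa culture filtrate used as stimulus; plate controls were PAF-stimulated DMSO wells for no effect and unstimulated DMSO wells for full effect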
NR2E3 ag-1 = activates human NR2E3 receptor; inhibition of corepressor binding, % at 3.98 µM; CHO-S Gal4-NCOR/VP16-NR2E3 two-hybrid, luciferase; AID 602229; 0.35% of 360,000 active;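 active = inhibition above the mean of all tested compounds plus 3 SD, cut at about 70% in these data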;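 also: 0% = DMSO with NR2E3 transfected cells and 100% = cells lacking NR2E3 construct; higher means lower luciferase signal from less NR2E3 corepressor binding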
Target sequence (Q9Y5X4 whole entry, looked up, the tested form may be a part): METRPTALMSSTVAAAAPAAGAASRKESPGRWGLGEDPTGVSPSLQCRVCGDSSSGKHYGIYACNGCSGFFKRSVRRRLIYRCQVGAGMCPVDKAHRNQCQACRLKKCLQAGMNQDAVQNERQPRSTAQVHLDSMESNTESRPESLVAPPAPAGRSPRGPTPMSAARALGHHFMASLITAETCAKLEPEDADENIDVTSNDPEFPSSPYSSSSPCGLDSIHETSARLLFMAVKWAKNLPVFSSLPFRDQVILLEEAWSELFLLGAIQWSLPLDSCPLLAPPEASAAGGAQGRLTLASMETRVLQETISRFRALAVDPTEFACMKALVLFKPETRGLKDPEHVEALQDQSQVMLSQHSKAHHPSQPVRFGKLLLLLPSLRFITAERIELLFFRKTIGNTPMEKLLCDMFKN
TROY NFkB inh = TROY signaling inhibition; Q293 LMP1-TROYcd NF-kB luciferase reporter, 4 h; inhibition, % at 10 µM; 0.98% of 360,000 active;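 active = compounds whose plate-normalised and pattern-corrected inhibition of the luciferase reporter signal at the single screening dose is 50% or more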
TRPM1 prom inh = MITF TRPM1 promoter inhibition in SK-MEL-5 cells; SK-MEL-5 TRPM1 promoter luciferase, 24 h; inhibition, % at 12.5 µM; 0.83% of 330,000 active; AID 488899;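 active = mean inhibition across replicates of 60% or more, whatever share of single replicates reaches that level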; also: values of inactives mirror those of a sister screen read the other way
C8 TRAIL sens = caspase-8 TRAIL sensitization. NB7+C8 cells + TRAIL, ATPlite viability luminescence. inhibition (viability loss, TRAIL sensitization), % at 10 µM. 1% of 360,000 active. AID 624354;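 active = compounds causing at least 50% loss of cell viability in the single-dose screen, relative to plate controls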
NR2E3 ag-2 = agonists of human nuclear receptor NR2E3 | Q9Y5X4 | GST-NR2E3/biotin-RetCOR TR-FRET, 1536-well | inhibition of corepressor binding, % at 4.78 µM | 0.12% of 320,000 active | AID 2300;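 active = percent inhibition above the cutoff of mean plus 3 SD of all tested compounds, set per screening campaign, cut at about 20% in these data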;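 also: 0% = DMSO wells and 100% = biotin wells as full block of FRET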
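Format: 1536-well format; test system: GST-NR2E3 and biotin-RetCOR proteins; read-out basis: percent inhibition of TR-FRET ratio; timing: 5 h incubation at 4 °C; detection: time-resolved FRET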
HIF-2a block = HIF-2a inhibition; AID 624352; 786-0 RCC cells HIF-2a reporter, luciferase luminescence, overnight; inhibition, % at 18.8 µM; 0.72% of 360,000 active;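 active = inhibition of the luminescence signal of 40% or more relative to plate controls, in a single-dose primary screen at 18.75 µM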
Starred values were filed as active, the others as inactive; . = no result given.

SMILES	Shn3 3UTR inh	Peg3 prom inh	KKLEB cytotox	TWEAK Fn14 block	CF NFkB inh	NR2E3 ag-1	TROY NFkB inh	TRPM1 prom inh	C8 TRAIL sens	NR2E3 ag-2	HIF-2a block
NS(=O)(=O)c1ccc(CCNC(=O)CN2CCN(Cc3cccc4ccccc34)CC2)cc1	6	13	-13	11	1	-11	15	9	14	4	12
CC1CCCN(C(=O)CCS(=O)(=O)c2ccc3c(c2)NC(=O)C(C)S3)C1 (configuration not stated)	17	-3	2	4	14	-16	12	1	1	-2	7
COCCCN(Cc1cccs1)S(=O)(=O)c1c[nH]c(C(=O)OC)c1	-20	4	6	1	2	-27	9	4	-7	2	2
CC1=NN(c2cccc(C(=O)O)c2)C(=O)/C1=C\C=C/c1ccccc1	60	78*	-15	91*	64*	-4	54*	.	-20	.	59*
N/C(Cc1ccc(Cl)cc1)=N\OC(=O)c1cccc2ccccc12	9	111*	1	2	4	-27	-40	1	68*	2	-16
C(=N\NC(=Nc1ccccc1)c1ccccn1)/c1ccccn1	-14	-31	16	7	-2	-36	-45	-20	5	-2	-12
CCOC(=O)c1c(C)[nH]c(C(=O)OC(C)C(=O)NCc2ccccc2)c1C (configuration not stated)	4	22	-3	-12	2	1	4	-3	-7	-1	5
COC(=O)c1ccc(Cl)c(NS(=O)(=O)c2ccc3c(c2)OCCO3)c1	-37	16	-2	16	6	-102	13	1	17	2	16
NC(=O)c1c(NC(=O)c2cnccn2)sc2c1CCCC2	-31	-261	-1	7	7	-38	-17	-114	23	1	-178
CCOC(=O)C1CCN(S(=O)(=O)c2cc(C(=O)OC)n(C)c2)CC1	15	16	-8	1	-7	-10	14	2	1	-1	10
Cc1cc(=O)n2nc(N3CCCC(C(=O)NCc4ccc5c(c4)OCO5)C3)sc2n1 (configuration not stated)	-8	11	-9	6	1	19	-1	8	3	0	9
CC1(c2nnc(-c3cccc(Cl)c3)o2)CC(c2ccccc2F)=NO1 (configuration not stated)	-18	-74	2	-39	7	-17	-39	-13	-10	0	-77
CSc1ccccc1NC(=O)C1CC(c2c(F)cccc2Cl)=NO1 (configuration not stated)	-54	-44	0	7	-7	-31	16	-3	7	-2	-122
COc1ccccc1N=c1oc2cc(O)ccc2cc1C(=O)NCC1CCCO1 (configuration not stated)	-23	-13	4	-17	-27	-110	-32	-15	0	2	-35
CC(OC(=O)c1cc(Br)ccc1O)C(=O)NC1(C#N)CCCCC1 (configuration not stated)	4	-5	-7	-1	15	0	41	-1	-12	-2	-1
CN(C)c1ccc(-c2ccnc3c2CC(C)(C(=O)Nc2ccc(F)c(Cl)c2)O3)cc1 (configuration not stated)	35	29	2	8	20	-46	26	.	-11	.	4
O=C(CSc1nc(=O)n2ccccc2n1)NCCc1ccccc1	6	2	14	10	-19	-3	-23	7	6	1	1
Cc1ccc2nc(CC(O)(c3ccccc3)c3ccccc3)ccc2c1	0	10	14	-6	10	-42	1	.	12	.	-2
O=C(NNc1c2ccccc2nc2ccccc12)C(O)c1ccccc1 (configuration not stated)	6	14	4	-8	-27	-24	-8	4	-14	-4	2
CC1CCN(C(=O)NC(=O)c2ccccc2)CC1	15	6	7	15	9	-5	8	-6	-13	-1	1
COc1ccc(-n2c(=O)/c(=C\c3cccs3)s/c2=C(/C#N)C(=O)N2CCN(C)CC2)cc1	4	17	-10	-13	-3	-16	-18	3	-9	-3	-38
O=C(NCc1ccco1)C(=O)NCC1OCCN1S(=O)(=O)c1ccccc1 (configuration not stated)	-25	-10	9	17	0	-7	-9	.	10	3	0
Cc1ccc(-n2c(=O)[nH]cc(C(=O)N3CCc4ccccc43)c2=O)cc1C	1	7	-7	-1	28	-24	-7	11	-9	-2	-1
Nc1ccc2c(c1)Cc1cc(N)c(Br)cc1-2	-35	-210	3	-11	-12	-43	-43	-24	9	.	-163
COc1cc(NC(=O)c2cc(-c3cc(F)ccc3OC(C)C)n[nH]2)cc(OC)c1OC	8	8	-16	37	9	-6	-4	.	7	.	-31
C/C(N)=C(/C#N)C(=O)COC(=O)CC12CC3CC(CC(C3)C1)C2	6	22	-26	12	2	-3	-7	-3	8	5	9
Cc1ccc(NC(=O)c2ncn(CCCN[C@H](C)c3cccc4ccccc34)n2)cc1C	-5	85*	4	-6	14	7	-5	60	5	.	-29
COc1ccc(C(=O)Nc2ccc(N3CCN(C)CC3)cc2)cc1OC	-43	-148	-2	4	-15	-48	-22	-34	6	-2	-143
COc1ccccc1N1CCN(C2CCCN(C(=O)c3cc(C4CC4)on3)C2)CC1 (configuration not stated)	6	12	-11	5	2	-19	1	3	-15	-2	6
CCCCOc1ccc(C(=O)O)cc1	-5	-4	1	11	-8	-16	.	-1	-16	2	2
CCCCCCC(C)n1[nH]c(=O)c2c(C)cc(C)nc21 (configuration not stated)	0	14	-5	-20	9	5	-4	-5	4	2	17
CCn1c(=O)cc(SCC(=O)N2CCN(Cc3ccc4c(c3)OCO4)CC2)c2ccccc21	3	1	6	15	-48	46	34	7	-9	-2	-9
Cn1c2c(c(=O)n(C)c1=O)C(CC(=O)Nc1ccccc1F)C(=O)N2 (configuration not stated)	7	3	-4	-5	0	-22	-10	.	29	4	5
COC(=O)C1=C(C(=O)OC)C2C=CC1C1C(OC(C)=O)C(OC(C)=O)C21 (configuration not stated)	15	15	22	-15	-16	-12	1	.	2	.	8
N#C/C(=N\Nc1ccc(S(=O)(=O)N2CCCCCC2)cc1)C(N)=S	-56	-4	-5	68*	38	30	49	-4	13	-1	-46
CCOC(=O)c1c(NC(=S)NNS(=O)(=O)c2ccc(Br)cc2)sc2c1CCCCC2	-16	14	14	27	2	7	1	6	-14	3	3
COc1ccccc1N(CC(=O)NC1CCCCC1)C(=O)c1csnn1	1	14	-24	0	9	-10	0	2	1	3	13
CCCc1ccc2oc(C(=O)NCCc3nc(C(=O)OCC)cs3)c(C)c2c1	-21	-190	-1	-1	1	-204	38	-30	18	.	-31
COC(=O)c1[nH]c2ccc(Cl)cc2c1NC(=O)CCN1CCN(C2CCCCC2)CC1	-13	4	-1	12	3	10	-12	3	-5	4	18
COc1ccc(F)cc1S(=O)(=O)Nc1ccc2c(c1)OCCO2	12	14	7	14	29	-12	7	.	-15	1	12
CCCCc1cc(=O)oc2cc(OCc3cc(OC)c(OC)c(OC)c3)c(Cl)cc12	19	18	-2	-21	-8	-15	8	0	5	3	0
CN(C)S(=O)(=O)c1ccc(C(=O)Nc2ccc(CCC(=O)N3CCCC3)cc2)cc1	-9	9	-1	-27	-11	0	6	3	16	.	13
Cc1cc(C)nc(SCc2cc(=O)c(OC(=O)c3cccc([N+](=O)[O-])c3)co2)n1	3	12	2	24	19	0	4	0	6	1	13
COc1cccc(NC(=O)CN(C)C(=O)Cc2ccc3c(c2)OCCO3)c1	5	12	12	9	-12	-9	-15	-2	-2	.	12
CC(=O)c1c(Nc2cccc(F)c2)oc(C)cc1=O	-7	8	1	-6	9	-16	-9	-11	-2	4	13
COc1ccc(CCC(C)N2CCOCC2)cc1 (configuration not stated)	-15	6	-14	4	5	0	19	-14	-7	-2	14
C=CCn1c(CNS(=O)(=O)c2ccc(F)cc2)n[nH]c1=S	3	16	-5	6	9	13	15	7	-9	-4	8
CCOC(=O)C1=C(COC(=O)CCOc2cc(C)ccc2C)NC(=O)NC1C (configuration not stated)	-18	12	2	-12	17	17	8	1	8	-1	-5

The closing five entries of the section before open the next one.
SMILES	Shn3 3UTR inh	Peg3 prom inh	KKLEB cytotox	TWEAK Fn14 block	CF NFkB inh	NR2E3 ag-1	TROY NFkB inh	TRPM1 prom inh	C8 TRAIL sens	NR2E3 ag-2	HIF-2a block
COc1cccc(NC(=O)CN(C)C(=O)Cc2ccc3c(c2)OCCO3)c1	5	12	12	9	-12	-9	-15	-2	-2	.	12
CC(=O)c1c(Nc2cccc(F)c2)oc(C)cc1=O	-7	8	1	-6	9	-16	-9	-11	-2	4	13
COc1ccc(CCC(C)N2CCOCC2)cc1 (configuration not stated)	-15	6	-14	4	5	0	19	-14	-7	-2	14
C=CCn1c(CNS(=O)(=O)c2ccc(F)cc2)n[nH]c1=S	3	16	-5	6	9	13	15	7	-9	-4	8
CCOC(=O)C1=C(COC(=O)CCOc2cc(C)ccc2C)NC(=O)NC1C (configuration not stated)	-18	12	2	-12	17	17	8	1	8	-1	-5
NC(=O)c1ccc(NC(=O)CCC(=O)c2cccs2)cc1	2	-7	-39	14	32	-27	-1	-4	-2	-1	10
O=C(Cc1cccc(NC(=O)C2CCN(C(=O)C3CCCCC3)CC2)c1)Nc1cccc(C(=O)N2CCOCC2)c1	-5	-7	-2	6	-10	21	4	-11	-10	.	-2
CC(CN1CCCCC1)OC(=O)C(C)(c1ccccc1)c1ccccc1 (configuration not stated)	25	15	-4	9	15	1	1	-14	-4	1	13
CC(=O)c1ccc(N2CCN(C(=O)Nc3ccc(F)cc3F)CC2)cc1	-56	-13	3	18	-1	9	7	0	-10	3	9
O=C(O)CSc1nc2ccc(C(=O)c3ccccc3)cc2[nH]1	-4	9	-1	-8	-8	1	8	0	-7	.	11
COc1ccc(Br)cc1CN(C)CC(=O)NCCc1ccccc1	6	21	1	-10	15	-5	-8	-10	-2	1	12
COc1ccc(S(=O)(=O)N(C)CC(=O)NCc2ccco2)cc1Cl	3	8	-14	0	4	0	5	1	-4	1	12
Cc1cccc(C)c1OCC(=O)OCC(=O)c1ccc2c(c1)NC(=O)CO2	-1	1	4	18	7	-3	14	-10	3	1	12
COc1cccc(C(=O)Nc2cccnc2)c1OC	2	4	-1	-23	5	5	-17	4	-2	-2	4
C=CCN=c1scc(-c2ccc3c(c2)NC(=O)CO3)n1/N=C(\C)c1ccccn1	78	0	6	66*	-34	34	43	22	22	.	-14
COC(=O)[C@@H]1C2CCC(C(=O)Nc3ccccc3)(CC2)[C@@H]1C(=O)OC	-3	9	10	14	-3	-11	3	0	0	-1	5
O=C(CCCNS(=O)(=O)c1cccc2nsnc12)NCc1ccc(F)cc1	17	-1	9	-14	-8	-10	6	-8	1	-2	16
O=C(O)CSc1ccc2ccccc2n1	9	-5	-8	13	10	-38	10	3	-13	6	29
O=C(COC(=O)C1COc2ccccc2O1)Nc1ccc2c(c1)CCC2 (configuration not stated)	-8	-7	-6	0	20	-28	12	-1	-8	-1	-10
CC1(C)NC(=O)N(CCCCSc2ccc(Cl)cc2)C1=O	5	-13	4	-10	-3	6	-25	-7	-3	-4	-23
Cc1ccc2c(C)c(C(=O)NCc3ccc(S(N)(=O)=O)cc3)oc2c1C	8	15	3	-6	-26	-17	-1	1	-3	4	30
COc1cccc(-n2c(SCC(=O)NCc3ccco3)nnc2-c2c[nH]c3ccccc23)c1	-16	-12	11	-28	-10	-40	-5	0	-4	1	-31
CCC(C)Nc1nc(OC)nc(N(C)C#N)n1 (configuration not stated)	8	8	-7	22	8	-16	-6	-11	10	1	15

Bioassay records: PubChem BioAssay, several laboratories

Not all compounds are listed; rates above refer to the full screens.
